# SR-BI uptake up = activators of SR-BI mediated DiI-HDL uptake, primary screen, ldlA[mSR-BI] CHO cells, DiI fluorescence | 3 h; 100 = double the neutral-control signal | activation, % at 12.5 µM | hit rate 0.096% among 320,000;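 active means mean replicate activation of at least 60% and every replicate at or above 60%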;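 further: 0% = median plate neutral-control signal and 100% = twice that signal; values of inactives mirror those of a sister screen read the other way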
#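 Material – SR-BI-overexpressing, LDLR-lacking CHO cells · Medium – BSA-supplemented, HEPES-buffered Ham's F12, pH 7.4 · Doses – single concentration · Times – compound with DiI-HDL co-incubation, 3 h at 37 °C · Measured by – bottom-read fluorescence, 550/595 nm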
# MITF TRPM1 HTS = activators of MITF-driven TRPM1 promoter reporter, primary screen, cell-based, SK-MEL-5, luciferase, single point. SK-MEL-5 TRPM1-promoter luciferase, 24 h; % of positive control, neutral wells = 0. activation, % at 12.5 µM. hit rate 0.75% among 300,000. AID 588334, 2011;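 active means mean activation of at least 80% with every replicate also reaching 80%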;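 further: 0% = neutral control wells and 100% = parthenolide positive control wells; values of inactives mirror those of a sister screen read the other way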
# NSD2 inh = NSD2 histone methyltransferase inhibitors, primary screen, biochemical, AlphaScreen, single concentration, set 2; Histone-lysine N-methyltransferase NSD2 (Homo sapiens), O96028; NSD2 peptide methylation, 120 min; inhibition, % at 12.5 µM; hit rate 0.54% among 310,000; AID 743445, 2014; in the data active means inhibition above about 50%
# CAL PDZ FP-1 = CAL PDZ peptide-binding inhibitors, primary screen, biochemical, fluorescence polarization, Cer-tagged CAL PDZ, HTS. inhibition, % at 20 µM. Golgi-associated PDZ and coiled-coil motif-containing protein (Homo sapiens), Q9HD26. purified CAL PDZ, TMR-peptide fluorescence polarization, 1 h. hit rate 0.02% among 330,000. AID 504414, 2011;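 active means highest replicate inhibition of at least 40%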;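 further: plate controls were DMSO neutral control wells for no effect and unlabeled competitor peptide control wells for full effect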
#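 material = purified tagged CAL PDZ domain construct (CerCALP) | buffer or medium = sodium phosphate/NaCl buffer pH 7.4 with TCEP, IgG, Thesit | reagent = TMR-labelled reporter peptide T*-PRC34 bound in PDZ groove | incubation = 1 h room-temperature incubation prior to read | measured by = fluorescence polarization (mP) | evaluation = percent inhibition from loss of millipolarization | control set = unlabelled peptide and DMSO controls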
# PfHsp90 set2 = growth inhibition of PfHsp90-expressing yeast, primary screen, antimalarial PfHsp90 inhibitor project, S. cerevisiae, BacTiter-Glo luminescence, single point, set 2; BacTiter-Glo ATP, 48 h; yeast lacking PDR1 and PDR3 efflux regulators; inhibition, % at 9.4 µM; hit rate 0.32% among 310,000; AID 504621, 2011;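 active means every replicate shows inhibition above about 80%, whatever the replicate mean, limit read from the data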;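 further: 0% = DMSO neutral controls and 100% = 20 µM radicicol positive controls; yeast relying on Plasmodium falciparum Hsp90 in place of its own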
# PvdQ acylase = P. aeruginosa PvdQ acylase inhibitors, primary screen, biochemical, fluorescence, plate reader and imaging, single point. PvdQ acylase [Pseudomonas aeruginosa LESB58]. purified PvdQ acylase. inhibition, % at 10 µM. hit rate 0.063% among 340,000; in the data active means inhibition above about 30%, passing the limit was not always enough;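 further: 0% = vehicle neutral wells and 100% = reference inhibitor wells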
# Rtt109 Vps75 = inhibitors of C. albicans Rtt109/Vps75 HAT, primary screen, biochemical, ThioGlo CoA-SH fluorescence, plate reader; Histone acetyltransferase RTT109 (Candida albicans (strain SC5314 / ATCC MYA-2876)), …; purified Rtt109/Vps75, 4 h; inhibition, % at 34.9 µM; hit rate 0.16% among 330,000;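 active means inhibition of at least 50% in every replicate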
# Target sequence (Q5AAJ8 whole entry, looked up): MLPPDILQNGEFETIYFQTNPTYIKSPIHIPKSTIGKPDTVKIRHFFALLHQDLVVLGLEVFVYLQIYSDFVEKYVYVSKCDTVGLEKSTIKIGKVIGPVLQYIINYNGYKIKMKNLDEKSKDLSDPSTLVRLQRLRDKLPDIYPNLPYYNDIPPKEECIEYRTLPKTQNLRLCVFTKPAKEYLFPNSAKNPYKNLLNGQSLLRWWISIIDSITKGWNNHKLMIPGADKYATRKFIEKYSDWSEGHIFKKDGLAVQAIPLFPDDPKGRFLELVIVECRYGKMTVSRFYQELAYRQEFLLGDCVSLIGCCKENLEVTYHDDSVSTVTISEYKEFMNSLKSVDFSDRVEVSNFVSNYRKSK
# SR-BI HDL uptake = inhibitors of SR-BI mediated HDL lipid uptake, primary screen, ldlA[mSR-BI] cells, fluorescence, single point | ldlA[mSR-BI] CHO cells, DiI-HDL uptake fluorescence, 3 h | inhibition, % at 12.5 µM | hit rate 0.96% among 320,000 | AID 488896, 2010;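 active means mean replicate inhibition of at least 70% and a set share of replicates each scoring 70 or more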;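 further: 0% = median of neutral control wells and 100% = median of positive control wells; values of inactives mirror those of a sister screen read the other way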
# Target sequence (Q61009 whole entry, looked up): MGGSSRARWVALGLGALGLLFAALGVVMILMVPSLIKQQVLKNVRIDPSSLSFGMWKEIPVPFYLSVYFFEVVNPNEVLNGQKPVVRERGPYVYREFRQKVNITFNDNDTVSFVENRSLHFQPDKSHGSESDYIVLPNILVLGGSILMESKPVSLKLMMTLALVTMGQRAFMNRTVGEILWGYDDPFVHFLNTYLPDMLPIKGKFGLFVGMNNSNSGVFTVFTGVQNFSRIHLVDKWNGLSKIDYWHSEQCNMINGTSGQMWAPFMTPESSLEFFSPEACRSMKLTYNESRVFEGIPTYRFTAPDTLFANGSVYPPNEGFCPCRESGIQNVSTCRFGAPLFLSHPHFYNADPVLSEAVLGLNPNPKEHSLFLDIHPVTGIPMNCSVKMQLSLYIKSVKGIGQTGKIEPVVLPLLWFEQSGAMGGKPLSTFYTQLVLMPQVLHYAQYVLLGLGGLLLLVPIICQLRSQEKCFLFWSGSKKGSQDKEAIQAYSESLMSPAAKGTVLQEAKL
# CAL PDZ FP-2 = untagged CAL PDZ binding inhibitors, primary screen, biochemical, fluorescence polarization, HTS | Golgi-associated PDZ and coiled-coil motif-containing protein (Homo sapiens), Q9HD26 | purified CAL PDZ, TMR-peptide fluorescence polarization, 1 h | inhibition, % at 24.9 µM | hit rate 0.92% among 300,000 | AID 602252, 2012;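 active means mean inhibition of at least 30% with at least half of replicates also reaching 30%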;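 further: 0% = DMSO neutral control and 100% = excess unlabeled competitor peptide PRC23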
# dFosB act = activators of delta FosB homodimer, primary screen, biochemical, fluorescence polarization, TAMRA-CDK5 oligo, single point; Protein FosB (Mus musculus), P13346; AID 493131, 2011; hit rate 0.99% among 340,000; activation, % at 25 µM; purified delta FosB; percent of positive-control signal above neutral wells;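 active means mean activation above about 17%, with every replicate also reaching it, limit read from the data, passing the limit was not always enough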;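 further: fluorescence polarization rise as delta FosB binds a TAMRA Cdk5 AP-1 oligo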
# Active calls of the source: *; nt = not tested or not shown.
# A first look, 4 compounds:
SMILES,SR-BI uptake up,MITF TRPM1 HTS,NSD2 inh,CAL PDZ FP-1,PfHsp90 set2,PvdQ acylase,Rtt109 Vps75,SR-BI HDL uptake,CAL PDZ FP-2,dFosB act
COc1ccccc1N1CCN(C(=O)CCc2nnc3ccc(N4CCOCC4)nn23)CC1,25.2,-1.3,1.1,-2.9,-7.6,-6.7,-8.3,-25.2,-4.3,-1.9
COCCN(C(=O)c1cccc(N2C(=O)CCC2=O)c1)c1nc(-c2ccc([N+](=O)[O-])cc2)cs1,-61.9,5.1,-2.5,-3.0,-6.5,-1.9,4.3,61.9,-2.7,-4.1
OCCN1CCN(C2CCC(c3ccc(F)cc3)c3ccc(F)cc32)CC1 (configuration not stated),2.8,nt,8.8,-1.2,7.3,-9.2,20.4,-2.8,2.4,4.9
CCOc1ccc(CNC(=O)C2CCCN(c3nnc(C)c4c(C)n(-c5ccccc5)nc34)C2)cc1 (configuration not stated),-3.2,-47.6,-1.1,-2.2,10.7,-6.6,3.7,3.2,-5.4,-5.1

# This part in full (from the top)
SMILES,SR-BI uptake up,MITF TRPM1 HTS,NSD2 inh,CAL PDZ FP-1,PfHsp90 set2,PvdQ acylase,Rtt109 Vps75,SR-BI HDL uptake,CAL PDZ FP-2,dFosB act
COc1ccccc1N1CCN(C(=O)CCc2nnc3ccc(N4CCOCC4)nn23)CC1,25.2,-1.3,1.1,-2.9,-7.6,-6.7,-8.3,-25.2,-4.3,-1.9
COCCN(C(=O)c1cccc(N2C(=O)CCC2=O)c1)c1nc(-c2ccc([N+](=O)[O-])cc2)cs1,-61.9,5.1,-2.5,-3.0,-6.5,-1.9,4.3,61.9,-2.7,-4.1
OCCN1CCN(C2CCC(c3ccc(F)cc3)c3ccc(F)cc32)CC1 (configuration not stated),2.8,nt,8.8,-1.2,7.3,-9.2,20.4,-2.8,2.4,4.9
CCOc1ccc(CNC(=O)C2CCCN(c3nnc(C)c4c(C)n(-c5ccccc5)nc34)C2)cc1 (configuration not stated),-3.2,-47.6,-1.1,-2.2,10.7,-6.6,3.7,3.2,-5.4,-5.1
COc1ccccc1C1=NNC(=Nc2cccc(S(=O)(=O)N(C)C)c2)SC1,-44.6,4.7,-0.5,-0.8,-14.5,-24.6,-7.6,44.6,5.2,-1.4
CN(CC(=O)Nc1ccccc1Cl)C(=O)COC(=O)c1ccc(C(F)(F)F)cc1,9.9,-4.5,-1.2,-1.3,nt,9.2,13.2,-9.9,0.4,-7.6
Cc1ccc(S(=O)(=O)N(CC(=O)N2CCC(C(N)=O)CC2)Cc2ccc(F)cc2)cc1,4.4,-9.2,2.7,-4.0,-33.5,-16.8,-7.6,-4.4,0.0,-12.8
Cc1ccc(C(=O)OCn2ncc(Cl)c(Cl)c2=O)cc1,5.5,-104.1,0.9,-0.8,95.8*,3.0,17.3,-5.5,-0.3,-0.5
O=C1c2ccccc2C(=O)N1COc1ccc(S(=O)(=O)N2CCOCC2)cc1[N+](=O)[O-],13.8,5.5,-3.5,-1.1,26.6,-11.3,-3.4,-13.8,50.3*,0.1
CC(C)c1ccc(/C=N/N2CCCCC2)cc1,11.9,97.8*,-1.1,-1.5,-23.6,2.7,-0.6,-11.9,-2.8,8.3
CC(C)(C)C(=O)CNCC(=O)C(C)(C)C,-2.4,1.1,4.0,-2.9,7.7,-20.9,4.0,2.4,-1.1,-3.7
CCN(CC)C(=O)C(=O)c1cc(C)n(-c2ccc(F)cc2)c1C,3.4,-9.6,34.2,-1.9,14.4,-17.1,-3.9,-3.4,-2.0,-4.4
COc1ccc(C2CC(c3cccc(OC)c3OC)n3nnnc3N2)cc1 (configuration not stated),34.4,0.8,1.5,-1.1,-19.6,-12.2,8.7,-34.4,-1.0,-6.8
Cc1ccc(-c2oc3ncnc(N)c3c2-c2ccc(C)cc2)cc1,-53.5,-4.4,-1.2,-2.1,13.2,8.0,7.5,53.5,-2.4,-9.2
CCOC(=O)N1CCc2c(sc3ncn(C)c(=O)c23)C1,25.5,-6.4,-2.7,0.8,-10.8,-15.8,1.3,-25.5,0.5,-4.5
CCCCn1c(N)c(N(CC(C)C)C(=O)Cc2ccc(S(=O)(=O)N3CCOCC3)s2)c(=O)[nH]c1=O,19.3,-11.5,2.5,-0.7,-27.7,-13.8,8.0,-19.3,-6.8,-4.2
CCOc1ccc(C)cc1S(=O)(=O)n1ccc(C)n1,-1.9,3.3,nt,-1.1,-1.5,-11.8,-7.4,1.9,-1.7,-3.8
O=C(CN1C(=O)NC2(CCCCC2)C1=O)Nc1cccc(S(=O)(=O)N2CCOCC2)c1,5.2,-3.6,-2.3,-0.8,-16.9,-12.4,-4.0,-5.2,5.0,-3.9
COc1ccc(-c2nc(CS(=O)CC(=O)NC3CCCCCC3)c(C)o2)cc1 (configuration not stated),-34.2,0.8,4.7,-2.1,22.6,-7.5,-0.7,34.2,-5.2,-16.0
CCCN(CCC)C(=O)Cc1ccc(F)cc1,41.4,-11.7,-4.9,-1.6,nt,5.0,6.2,-41.4,-7.7,0.1
COC(=O)c1cc(S(=O)(=O)NCC2CCN(Cc3cc(C)ccc3C)CC2)c[nH]1,10.5,8.5,21.4,-0.6,11.8,-17.4,2.6,-10.5,-5.1,-5.6
CC(=O)Nc1ccc(S(=O)(=O)NCC2CC3CCC2C3)cc1 (configuration not stated),-27.7,-8.2,-1.0,-17.1,12.4,5.6,12.6,27.7,-1.8,-5.6
CCCCNC(=O)n1c(SC)nc2ccccc21,-5.8,16.5,3.1,-1.0,6.2,-10.6,-9.3,5.8,-0.3,2.6
CC(=O)NCCc1nc2ccccc2n1CCc1ccccc1,-7.8,5.7,6.1,-1.6,-9.3,7.9,26.6,7.8,-5.5,1.2
Cc1cc(C)c(NC(=O)Nc2ccccc2)c(Cl)c1,28.3,9.5,-2.6,-2.8,11.9,11.1,-6.5,-28.3,-0.5,-4.1

# Next entries follow.
SMILES,SR-BI uptake up,MITF TRPM1 HTS,NSD2 inh,CAL PDZ FP-1,PfHsp90 set2,PvdQ acylase,Rtt109 Vps75,SR-BI HDL uptake,CAL PDZ FP-2,dFosB act
COc1ccccc1CNS(=O)(=O)c1ccc2c(c1)CCCN2C(C)=O,1.1,-0.3,3.0,-1.5,16.4,-11.0,-7.0,-1.1,-0.7,2.4
c1ccc(C2C3=C(Nc4ncnn42)c2ccccc2CCC3)cc1 (configuration not stated),9.3,-12.9,1.7,nt,-22.3,7.3,-2.0,-9.3,-3.5,-12.5
O=C(c1cccnc1)N1CCN(S(=O)(=O)c2cccc(Cl)c2)CC1,11.2,-1.9,nt,-2.7,11.1,-9.7,-8.3,-11.2,-1.5,-1.0
O=C(NC(=S)Nc1cnc2ccccc2c1)c1ccccc1,-13.0,55.0,22.9,-7.0,8.2,-4.2,-13.0,13.0,nt,-11.0
CCOC(=O)c1cc(-c2ccc3c(c2)OCCO3)nc2c1c(C)nn2CCC#N,-65.6,2.4,-3.9,-2.1,1.2,-10.1,-3.6,65.6,-0.4,-13.5
COc1cccc(C(=O)Oc2ccccc2/C=C\C(=O)c2cc3ccccc3o2)c1,22.0,-17.4,4.5,-0.5,-0.7,7.7,11.7,-22.0,-1.0,-11.7
CC(C)N1CCN(Cc2nc3c(s2)CCCC3)CC1CCO (configuration not stated),-4.5,-0.7,3.0,-0.3,8.9,-14.9,-3.1,4.5,-7.1,4.5
CCOC(=O)C1CCN(S(=O)(=O)c2c(C)[nH]c(C)c2C(=O)N2CCCCC2)CC1,-2.6,-2.9,0.1,-1.5,-9.1,-4.3,-2.0,2.6,-3.5,-3.2
CCCc1c(C(=O)Nc2ccc(OC)cc2)cnn1-c1ccccc1,7.6,4.7,-0.1,-2.7,27.1,-7.9,0.1,-7.6,0.7,-8.9
Cc1nnc(SCC(=O)N/N=C/c2cc(Cl)c(O)c(Cl)c2)s1,17.5,-5.5,0.6,1.1,-12.3,7.5,-4.6,-17.5,-0.2,-0.4
O=C(CC1CCCCC1)Nc1ccccc1-c1ccccc1,-0.6,10.7,-2.4,-2.4,0.9,-7.3,1.9,0.6,-0.1,1.2
COc1ccc(NC(=S)NCc2ccc(Cl)cc2)c(OC)c1,4.9,nt,1.2,-0.3,8.3,-1.2,0.3,-4.9,1.9,-3.0
CCOC(=O)C1CCCN(C(=O)c2cc3ncc(Br)cn3n2)C1 (configuration not stated),30.8,nt,13.4,0.3,-27.1,-14.8,-8.9,-30.8,nt,-0.5
COc1cc(C(=O)NCCC(=O)NCCc2ccc(Cl)cc2)cc(OC)c1OC,-5.6,-3.4,0.0,-0.9,8.2,-10.0,-0.7,5.6,-2.1,-7.1
O=C(COC(=O)c1ccccc1O)Nc1cccc(S(=O)(=O)N2CCCC2)c1,nt,-3.6,-1.9,-2.7,0.1,-16.5,10.2,-4.3,-5.8,-12.9
O=C(CN1N=C(c2ccccc2)CCC1=O)NCCCN1CCc2ccccc2C1,7.8,5.3,1.2,-0.4,12.7,-17.2,-1.4,-7.8,2.9,-0.3
O=[N+]([O-])c1[nH]cnc1/C=C/c1ccccc1,23.7,18.4,0.2,-0.1,-22.4,-7.1,-10.6,-23.7,-8.5,1.1
CCOc1cccc(=O)c2c(C)n(Cc3ccco3)c(C)c12,-30.7,nt,1.6,0.5,-13.0,-7.5,2.9,30.7,-3.4,-9.1
COc1ccc(-n2ncc3c(NCCCN4CCOCC4)ncnc32)cc1,10.8,42.3,-1.1,-3.2,-10.4,4.8,31.6,-10.8,-0.6,-5.4
CC1(C)CC(=O)C=C(NCCN2CCN(C(=O)Nc3ccc(Cl)cc3)CC2)C1,-55.7,-6.3,-2.6,0.3,-26.8,-4.9,-11.1,55.7,-0.3,-6.1
CC(C)C(=O)Nc1ccc(C(=O)NNC(=O)c2cccs2)cc1,-0.7,-3.4,27.6,-0.2,-6.9,-3.8,-9.9,0.7,-2.9,1.1

# Screening data deposited in PubChem BioAssay by Broad Institute.

# Outcome played no part in choosing rows; 4.3% or so of the library scored in one or more.
